GlmU inhibition – inhibition of mycobacterial GlmU enzyme – biochemical, glucosamine-1-phosphate acetyltransferase (AID 1376) | M. tuberculosis GlmU acetyltransferase enzyme assay; higher % means a stronger effect | inhibition, %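 (tested at 30 µM in the primary screen)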, or IC50 in µM where a hit was titrated | hit rate 0.25% among 220,000; in the data active = inhibition above about 13%; inconclusive = no clear call, values can overlap the other calls;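 also: 0% = complete reaction with vehicle and 100% = reaction without substrate; strong numbers were not always called active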
RmlCD inh 1536 – M. tuberculosis RmlC/RmlD coupled enzyme inhibitors, primary screen, biochemical, compound mixtures, 384-well, from 1536-well plates; dTDP-4-dehydrorhamnose reductase (Mycobacterium tuberculosis (strain ATCC 25618 / H37Rv)) …; RmlC+RmlD coupled enzyme assay, percent inhibition; primary screen in compound mixtures; inhibition, % at 3.6 µM; hit rate 0.03% among 160,000; AID 1533, 2009; in the data active = inhibition mostly above about 34%, no sharp cut-off; inconclusive = no clear call, values can overlap the other calls; inactive = mostly below about 22%; also: some results filed as inactive read as strong as hits
Target sequence (P9WH09 whole entry, looked up): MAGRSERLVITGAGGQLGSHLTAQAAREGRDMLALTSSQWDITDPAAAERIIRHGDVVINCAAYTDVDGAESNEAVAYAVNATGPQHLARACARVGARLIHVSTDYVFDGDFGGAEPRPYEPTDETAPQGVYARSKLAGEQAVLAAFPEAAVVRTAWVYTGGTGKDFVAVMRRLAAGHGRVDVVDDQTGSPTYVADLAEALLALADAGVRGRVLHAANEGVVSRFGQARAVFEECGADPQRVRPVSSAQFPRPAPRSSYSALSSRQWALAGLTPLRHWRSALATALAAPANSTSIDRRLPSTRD
Target sequence (P9WH11 whole entry, looked up): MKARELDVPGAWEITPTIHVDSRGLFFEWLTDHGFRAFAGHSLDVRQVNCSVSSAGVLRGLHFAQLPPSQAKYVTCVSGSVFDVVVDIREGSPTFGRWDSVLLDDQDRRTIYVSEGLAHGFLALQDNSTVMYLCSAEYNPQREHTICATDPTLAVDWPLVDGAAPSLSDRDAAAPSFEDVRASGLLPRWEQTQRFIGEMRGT
The depositor's hits bear a star; ? = inconclusive; / = no result given.

Each structure is followed by: GlmU inhibition, RmlCD inh 1536
CCC(OC(=O)c1cc2sccc2n1C)C(=O)NCC1CCCO1 (stereo not given)
  3.0%, 14
CN(C)CC/C=C1\c2ccccc2COc2ccccc21
  -1.7%, /
COc1ccc(CN(C)C(=S)Nc2ccc(OC(F)F)cc2)cc1
  3.1%, /
CC1(C)C2CCC1(CS(=O)(=O)Nc1ccc(S(=O)(=O)N3CCCCC3)cc1)C(=O)C2 (stereo not given)
  -6.0%, 6
CC(NC(=O)/C(C#N)=C/c1cccs1)c1ccccc1 (stereo not given)
  -0.8%, /
CC(C)(O)[C@@H]1[C@H]2OC(=O)[C@@H]1[C@]1(O)C[C@H]3O[C@]34C(=O)O[C@H]2[C@]14C (tested in a mixture with another compound)
  3.3%, /
CC(C)C(NC(=O)c1ccc(C(C)(C)C)cc1)C(=O)Nc1cccc(S(N)(=O)=O)c1 (stereo not given)
  4.4%, -4
O=C(Nc1ccc(Oc2nnc(-c3ccccc3)c3ccccc23)cc1)c1ccccc1
  1.1%, /
FC(F)(F)c1nnc(-c2ccccc2)nc1N1CCCC1
  -2.1%, 6
O=C(NC(=S)NCCOCc1ccc(Cl)cc1)c1cccnc1
  2.3%, -9

New compounds follow
Each structure is followed by: GlmU inhibition, RmlCD inh 1536
COc1ccc(CCNC(=O)Nc2cccc([N+](=O)[O-])c2)cc1OC
  -1.0%, -10
O=C(Cn1cnc2scc(-c3ccc(Cl)cc3)c2c1=O)N1CCOCC1
  5.5%, 0
CC(C)(C)OC(=O)N1CCC(C(=O)N2CCC[C@H]2C(=O)O)CC1
  1.8%, /
CCCCC1(C)OC(=O)C(=Cc2ccc(-c3ccc(Cl)c(C(=O)O)c3)o2)C(=O)O1 (stereo not given)
  0.5%, /
c1ccc(N/N=C2\CCCc3ccccc32)nc1
  -6.7%, 12
NC(=O)c1ccc(NC(=O)CCNC(=O)c2ccco2)cc1
  -0.1%, /
c1ccc(-c2nc(NCCCn3ccnc3)c3oc4ccccc4c3n2)cc1
  8.6%, /
C=C1C2C[C@H](O)C(C)(C)[C@@]2(O)[C@H](O)C[C@]23C[C@@](C)(O)[C@H](CC[C@H]12)[C@H]3OC(C)=O (stereo not given in full)
  -2.5%, /
Clc1cc(Cl)cc(CSc2nnc(-c3sccc3-n3cccc3)o2)c1
  -3.3%, /
CC/C(=C/c1sc2ccc(C)cc2[n+]1CCO)SC
  1.6%, 2

(more compounds)
Each structure is followed by: GlmU inhibition, RmlCD inh 1536
CCCCc1nc(NCCNC(=O)c2ccco2)c(C#N)c2c1CSC(C)(C)C2
  0.6%, -39
CCOc1cc(C(=S)N2CCC(O)CC2)ccc1OS(=O)(=O)c1ccc(Br)cc1
  -1.5%, /
CCOc1[nH]n(-c2ccc(Cl)cc2)c(=O)c1C=NCc1cccnc1
  -1.0%, -10
O=C(NCc1ccc(Cl)cc1)c1cc(=O)[nH]c2ccc(S(=O)(=O)N3CCOCC3)cc12
  3.7%, 16
COc1ccc(N(CC(=O)NCc2ccncc2)S(=O)(=O)c2ccc(C)c([N+](=O)[O-])c2)cc1
  2.9%, 0
CC12CC3CC(C)(C1)CC(C(=O)NC(=S)N1CCCCC1)(C3)C2
  6.7%, /
O=C(O)c1ccc(CSc2nc(-c3ccc(Cl)cc3)cc(C(F)(F)F)n2)cc1
  4.1%, 12
Cc1cccc(NC(=S)NNC(=O)Cc2ccccc2)c1
  0.2%, 4
O=C(Cn1nc2ccccc2n1)N/N=C/c1ccc(F)cc1
  2.1%, -11
O=C(O)C1CC=CCC1C(=O)Nc1cccc(F)c1 (stereo not given)
  5.0%, -5

The listing continues.
Each structure is followed by: GlmU inhibition, RmlCD inh 1536
Cc1ccc(S(=O)(=O)N(C)c2ccc(OCC(=O)NC3=NCCS3)cc2)cc1
  -0.5%, 6
CCOC(=O)c1cccc(NC(=O)CSc2nc(N)cc(N)n2)c1
  -4.7%, /
COc1ccc(OC)c(CN2CCC(CNC(=O)Nc3cccc(Cl)c3)CC2)c1
  -3.2%, 35
CCc1cccc(CC)c1NC(=O)C1CN(S(=O)(=O)c2ccccc2)CCN1S(=O)(=O)c1ccccc1 (stereo not given)
  -5.3%, 11
COc1ccc(NC(=O)CC2C(=O)NCCN2C(=O)c2ccc(N(C)C)cc2)cc1 (stereo not given)
  3.3%, 4
CCN(c1ccccc1)c1nc2ccsc2c(=O)s1
  1.3%, 2
COc1ccc(-c2cccc([C@H]3[C@@H]4C=CCC[C@@]4(C)C(=O)N3Cc3ccccc3)c2)cc1
  4.3%, /
CCOc1ccc(S(=O)(=O)N2CCN(C(=S)NC3CC3)CC2)cc1
  4.8%, -5
Cc1nc(C)c(N)c(=O)[nH]1
  5.4%, -5
Cc1ccc(-c2nsc3c(N4CCC(C(N)=O)CC4)ncnc23)cc1
  /, 2

More structures.
Each structure is followed by: GlmU inhibition, RmlCD inh 1536
Cc1c(-c2ccccc2)nc(N)c(C#N)c1-c1cccnc1
  2.8%, -18
CC(C)NC(=O)c1onc(CSc2ccccn2)c1C(=O)NC(C)C
  5.8%, 4
Cc1nn(Cc2ccc(Cl)cc2)c(C)c1N
  -5.1%, /
Cc1csc2ncc(C(=O)NCCC(c3ccccc3)c3ccccc3)c(=O)n12
  -9.0%, 9
CCNC(=S)N1CCC(c2nc3cc(C)c(C)cc3[nH]2)CC1
  1.8%, 55
CCCN=C(Nc1ccc(Cl)cc1)c1cccnc1
  0.3%, /
Cc1cc(SC2CCOC2=O)nc2ccccc12 (stereo not given)
  -1.9%, -4
Cn1cnnc1SCC(=O)Nc1sc2c(c1C#N)CCCCC2
  7.3%, /
CCOC(=O)c1c(C)[nH]c(C(=O)CSc2ccccc2)c1C
  0.8%, -2
CC(=O)N[C@H](Cc1c[nH]c2ccccc12)C(=O)O
  0.2%, /

New compounds follow:
Each structure is followed by: GlmU inhibition, RmlCD inh 1536
O=C1c2ccccc2C(=O)N1c1ncccn1
  1.2%, -7
CCN(CC)C(=O)CN1C(=O)/C(=C/c2ccccc2)SC1=S
  3.5%, -5
COc1ccc(N2C(=O)CC(Sc3nccc(C)n3)C2=O)cc1 (stereo not given)
  3.3%, 6
Cn1cc([C@@H]2C[C@H]3CN(Cc4cccc(Cl)c4)C(=O)[C@]34CCCN24)c(-c2ccccc2)n1
  1.1%, /
COc1ccc(-c2nnn(CC(=O)NCCc3ccc(OC)c(OC)c3)n2)cc1
  -0.4%, -7
COC(=O)c1cc(NS(=O)(=O)c2ccc(N3CCOCC3)c(NC(C)=O)c2)cc(C(=O)OC)c1
  -3.3%, 2
Nc1c(S(=O)(=O)c2ccccc2)c2nc3ccccc3nc2n1/N=C/c1ccco1
  1.6%, 7
CCN1C(=O)c2cccc3c(S(=O)(=O)NCc4ccccn4)ccc1c23
  -3.9%, -8
CC(=O)Nc1ccc(S(=O)(=O)N(c2cccnc2)S(=O)(=O)c2ccc(NC(C)=O)cc2)cc1
  -2.7%, 1
CC(C1CC2CCC1C2)n1c(-c2ccco2)n[nH]c1=S (stereo not given)
  -2.3%, 8

Some of the entries above, set out differently.
mol: CCN1C(=O)c2cccc3c(S(=O)(=O)NCc4ccccn4)ccc1c23
  GlmU inhibition: -3.9%
  RmlCD inh 1536: -8
mol: CC(=O)Nc1ccc(S(=O)(=O)N(c2cccnc2)S(=O)(=O)c2ccc(NC(C)=O)cc2)cc1
  GlmU inhibition: -2.7%
  RmlCD inh 1536: 1
mol: CC(C1CC2CCC1C2)n1c(-c2ccco2)n[nH]c1=S (stereo not given)
  GlmU inhibition: -2.3%
  RmlCD inh 1536: 8

The list goes on:
Each structure is followed by: GlmU inhibition, RmlCD inh 1536
COC(=O)C(Cc1ccccc1)P(=O)(c1ccccc1)c1ccccc1 (stereo not given)
  2.4%, -7
Cc1ccc2nsnc2c1NC(=S)NC(=O)c1ccco1
  2.8%, -11
Cc1cc(=O)[nH]c(SCC(=O)Nc2ccc(S(=O)(=O)N3CCOCC3)cc2)n1
  -4.5%, -15
Nc1c(C(=O)NCc2cccnc2)sc(=S)n1-c1ccccc1
  2.6%, /
CC(C)[C@H](NC(=O)c1ccc(Cl)c([N+](=O)[O-])c1)C(=O)NCc1ccc(F)cc1
  4.2%, 14
O=C(COc1nc2ccccc2nc1N1CCOCC1)NC1CCCCC1
  -7.4%, 13
CCOC(=O)c1ccc(NC(=O)NS(=O)(=O)c2ccc(C)cc2)cc1
  -2.2%, 18
O=C(NCC1COCCO1)C1CCN(S(=O)(=O)c2ccccc2)CC1 (stereo not given)
  3.3%, -3
CCOC(=O)Cn1cc(C(=O)C2CC2)c2ccccc21
  3.4%, 10
CNc1nc2c(c(=O)[nH]c(=O)n2C)n1CCOC
  6.8%, /

Further entries
Each structure is followed by: GlmU inhibition, RmlCD inh 1536
O=C(/C=C/c1ccccc1)Nc1nc(-c2ccncc2)cs1
  -0.6%, -3
CCOC(=O)C(/C=N/c1cc(C)nn1-c1ccccc1)=C(\C)O
  2.9%, -5
O=C(c1cnc2n(c1=O)CCS2)N1CCc2ccccc21
  1.5%, -12
O=C(Nc1ccc(OC(F)(F)F)cc1)C1CCCN(S(=O)(=O)c2cccnc2)C1 (stereo not given)
  -4.4%, 12
CC(OC(=O)c1cc2sccc2n1C)C(=O)NC(C)(C)C (stereo not given)
  2.8%, -6
COc1ccc(C2C3C(C)=NN=C3CC(C)(O)C2C(C)=O)cc1 (stereo not given)
  -2.1%, -2
O=C(Nc1ccc(Cl)cc1C(=O)N1CCCC1)c1cccc([N+](=O)[O-])c1
  1.3%, 4
CC1CN(c2ccc(C(F)(F)F)cc2[N+](=O)[O-])CCN1S(C)(=O)=O (stereo not given)
  0.8%, 31
Cc1cc(C)n2nc(SCC(=O)N(Cc3ccccc3)C3CCS(=O)(=O)C3)nc2n1 (stereo not given)
  6.3%, -1
CCCn1c(SCC(=O)c2ccc(CC)cc2)n[nH]c1=O
  0.5%, -1

(cont.)
Each structure is followed by: GlmU inhibition, RmlCD inh 1536
CC(=O)NC(Cc1cccc(C)c1)C(=O)NC1CCN(C(=O)c2ccc([N+](=O)[O-])cc2)CC1 (stereo not given)
  -1.7%, -14
Cc1cc(Cl)cc(Br)c1OCCNCC(C)O (stereo not given)
  -1.6%, ?
CCN1CCN(c2nc(Nc3ccccc3F)nc(N)c2[N+](=O)[O-])CC1
  6.4%, /
CN(Cc1ccccc1)S(=O)(=O)c1cccs1
  -2.1%, 4
COc1cc(C)nc(NS(=O)(=O)c2ccc(C)cc2)n1
  1.0%, /
COc1cc2c3c(c1OC)C1(C=CC(=O)C=C1)CC3N(C(=O)c1ccccc1)CC2 (stereo not given)
  -2.2%, /
Cc1cc(C(=O)N/N=C/C=C/c2ccccc2)n[nH]1
  -1.8%, -11
O=C(Cc1cn(Cc2cccc(Cl)c2)c2ccccc12)N1CCCC1
  -1.8%, /
COc1ccc(OC)c([N+](=O)[O-])c1C(N)=O
  9.2%, /
CCNC(=S)NNC(=O)Nc1ccccc1
  1.9%, /

Following part
Each structure is followed by: GlmU inhibition, RmlCD inh 1536
CCOC(=O)c1c(C)[nH]c(C(=O)Cn2c(=O)oc3ccccc32)c1C
  8.2%, /
C#CCOC(=O)C[N+](C)(C)CC#Cc1ccccc1
  -5.6%, 21
COc1ccc(Cl)cc1NC(=O)Nc1cccc([N+](=O)[O-])c1C
  0.6%, 7
CCN1CCCC1CNC(=O)c1cc(OC)c(OC)c(OC)c1 (stereo not given)
  1.5%, -5
O=C(C1CCCO1)N1CCN(c2ccc(F)cc2)CC1 (stereo not given)
  -3.8%, /
c1ccc(-n2cc(CNCCc3cscn3)c(-c3ccc4c(c3)OCO4)n2)cc1
  -1.9%, -11
Cc1nn(-c2ccc(Cl)c(Cl)c2)c(C)c1C(=O)O
  -3.7%, /
COc1cccc(-c2nn(-c3ccccc3)cc2C(=O)NCC(=O)O)c1
  1.5%, -8
Cc1cccc(-n2c(O)c(C=Nc3ccccc3N)c(=O)[nH]c2=O)c1
  -1.5%, -3
O=C1CCCC(O)=C1C(C#Cc1ccccc1)C1=C(O)CCCC1=O
  -2.2%, 7

Next section:
Each structure is followed by: GlmU inhibition, RmlCD inh 1536
O=C(C1CCCN1S(=O)(=O)c1cccc2cccnc12)N1CCc2ccccc21 (stereo not given)
  4.4%, 9
COC(=O)[C@H](CC(C)C)NC(=O)CCc1nnc(COc2ccccc2)o1
  -0.5%, /
C=CCn1ccc(=NC=C(C#N)C#N)c2ccccc21
  12%, 2
O=C(COC(=O)c1ccccc1Nc1ccccc1)c1ccccc1
  2.3%, /
NC(=O)Cn1nnc(-c2ccc(NC(=O)c3ccc(F)cc3)cc2)n1
  3.0%, -11
CCOCCCNS(=O)(=O)c1ccc(OC)c(Cl)c1Cl
  -0.6%, /
Cc1c(Cc2ccccc2)sc(NC(=O)c2ccco2)c1C(N)=O
  0.6%, /
O=C(CC(c1ccccc1)c1cc(Br)ccc1O)NCc1ccco1 (stereo not given)
  0.2%, /
O=C1OCC2=C1C(c1ccc(F)cc1)Sc1ccccc1N2 (stereo not given)
  0.4%, /
COc1ccccc1C(=O)NCc1ccc2c(c1)OCO2
  0.3%, /

One compound at a time, as listed above. Values in the order: GlmU inhibition	RmlCD inh 1536
O=C(C1CCCN1S(=O)(=O)c1cccc2cccnc12)N1CCc2ccccc21 (stereo not given) is listed as 4.4%	9
O=C1OCC2=C1C(c1ccc(F)cc1)Sc1ccccc1N2 (stereo not given) is listed as 0.4%	/
C=CCn1ccc(=NC=C(C#N)C#N)c2ccccc21 is listed as 12%	2

The list goes on.
Each structure is followed by: GlmU inhibition, RmlCD inh 1536
Cc1ccccc1NC(=O)c1ccccc1NC(=O)CCC(=O)O
  7.2%, -10
CCC1C/C(=C/c2cccs2)C(=O)/C(=C/c2cccs2)C1 (stereo not given)
  3.4%, /
Cc1cc(C(=O)NNC(=S)NCc2ccccc2)cs1
  -5.5%, 6
COc1ccc(C(=O)Nn2c(C3CCC3)nc3ccccc3c2=O)c(OC)c1
  3.4%, 3

Screens: PubChem, several laboratories

An excerpt; the hit share may differ from the screen's.
